S1P2 blocker = human S1P2 receptor antagonists, primary screen, cell-based; cell-based S1P2 antagonist assay, inhibition at 5 uM; inhibition, % at 5 µM; Sphingosine 1-phosphate receptor 2 (Homo sapiens), O95136; 97,000 tested, 0.21% active; in the data active = inhibition above about 45%;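 note: CRE beta-lactamase reporter cells expressing human S1P2 stimulated with S1P; 0% = agonist at EC80 alone and 100% = agonist plus reference antagonist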
Target sequence (O95136 whole entry, looked up): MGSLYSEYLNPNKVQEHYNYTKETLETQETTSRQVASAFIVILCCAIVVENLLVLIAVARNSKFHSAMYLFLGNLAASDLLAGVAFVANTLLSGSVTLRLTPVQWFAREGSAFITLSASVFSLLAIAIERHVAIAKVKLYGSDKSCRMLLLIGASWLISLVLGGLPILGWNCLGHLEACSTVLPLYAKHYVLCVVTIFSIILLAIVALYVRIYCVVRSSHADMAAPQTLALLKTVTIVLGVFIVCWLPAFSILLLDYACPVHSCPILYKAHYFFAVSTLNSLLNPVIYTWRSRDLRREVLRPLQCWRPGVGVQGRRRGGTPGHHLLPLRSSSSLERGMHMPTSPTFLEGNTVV
Lung fibro prol = antiproliferative effect on LL 47 fibroblasts – human, LL 47 cells, CellTiter-Glo luminescence, primary screen | LL 47 human lung fibroblast viability, ATP luminescence; hits give low values | viability, % at 10 µM | 85,000 tested, 1.1% active | AID 719, 2007;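 active = viability at or below 50% in the single dose screen; inactive = viability above 50%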;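 note: compound exposure lasted 72 h before the ATP readout; 100% = median luminescence of untreated cell-only wells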
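Material: human lung fibroblast line LL 47, low passage; Evaluation: viability percentage against median untreated-cell control; Buffer or medium: 15% FBS in IMEM; Incubation: 72 h compound exposure at 37 °C after overnight plating; Dosing: 0.1% DMSO in all compound wells; Measured by: CellTiter-Glo luminescence.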
H69AR inhibit = proliferation blockers of H69AR lung cancer cells, primary screen, cell-based, human, 86K library; H69AR lung tumor viability, ATP luminescence, 72 h; hits give low values; viability, % at 10 µM; 85,000 tested, 6% active;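 active = viability at or below 40%; inactive = viability above 40%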;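 note: multidrug resistant small cell line overexpressing MRP-1 efflux transporter; 100% = mean luminescence of untreated control wells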
S1P2 agonist = S1P2 receptor agonists, primary screen, cell-based; 97,000 tested, 0.46% active; AID 729, 2007; activation, % at 4.5 µM; S1P2-expressing cell line, agonist reporter read-out; Sphingosine 1-phosphate receptor 2 (Homo sapiens), O95136; in the data active = activation above about 16%;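 note: 0% = vehicle low control and 100% = maximal reference agonist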
hDAT+cocaine = changed hDAT dopamine uptake under cocaine IC80, either direction, primary screen, cocaine antagonist project, cell-based, LLC-PK1 hDAT, [14C]-dopamine uptake, MLSMR; B-score at 10 µM; LLC-PK1 hDAT cells, [14C]-dopamine uptake with cocaine IC80; actives deviate in either direction; 110,000 tested, 1.3% active;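 active = Z score or B-score, a plate-position-corrected score, falls beyond the plate's 99.7% confidence bounds, in either direction; inactive = both scores lie inside the 99.7% bounds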;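 note: scored against the spread of the other compound wells on the same plate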
Target sequence (Q01959 whole entry, looked up): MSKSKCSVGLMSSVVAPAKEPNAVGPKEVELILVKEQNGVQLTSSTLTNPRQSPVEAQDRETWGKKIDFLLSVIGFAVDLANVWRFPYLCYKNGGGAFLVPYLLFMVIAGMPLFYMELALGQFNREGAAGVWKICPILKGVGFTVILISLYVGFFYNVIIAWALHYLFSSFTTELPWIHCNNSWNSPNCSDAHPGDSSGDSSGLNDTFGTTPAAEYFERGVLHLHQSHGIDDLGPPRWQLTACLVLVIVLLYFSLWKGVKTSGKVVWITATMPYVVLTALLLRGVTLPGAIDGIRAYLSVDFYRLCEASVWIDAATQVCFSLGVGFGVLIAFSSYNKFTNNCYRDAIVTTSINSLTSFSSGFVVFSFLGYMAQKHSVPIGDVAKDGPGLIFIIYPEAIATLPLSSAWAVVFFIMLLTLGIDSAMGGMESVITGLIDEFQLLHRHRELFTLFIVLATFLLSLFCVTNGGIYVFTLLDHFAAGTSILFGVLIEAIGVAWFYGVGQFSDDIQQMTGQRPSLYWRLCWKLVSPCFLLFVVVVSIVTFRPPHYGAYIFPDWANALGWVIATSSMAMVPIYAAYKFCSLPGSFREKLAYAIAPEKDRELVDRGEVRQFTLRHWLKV
HUVEC prolif 384 = inhibitors of HUVEC proliferation, primary screen, cell-based, 384-well | CellTiter-Glo luminescence, 72 h; hits give low values | viability, % at 10 µM (by protocol) | 86,000 tested, 1.1% active;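 active = viability at or below 30%; inactive = viability above 30%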;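 note: 100% = median luminescence of DMSO-only cell control wells on each plate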
PostGolgi yeast = phenotypic screen on post-Golgi transport, primary screen; inhibition, % at 10 µM; AID 739, 2007; 98,000 tested, 0.9% active; post-Golgi transport phenotypic cell assay;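 note: yeast cells grown in 1536-well plates; yeast grown about 18 h at 30C before absorbance read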
PostGolgi ctrl = growth inhibition of yeast control strain, primary screen, counter-screen for post-Golgi transport modulator project | efflux-deficient yeast background strain, growth absorbance A615, 16 h | inhibition, % at 10 µM | 98,000 tested, 5% active | AID 738, 2007
E coli WT exp = growth inhibitors of wild-type E. coli, primary screen, strain BW25113, expanded library, OD600. OD600 absorbance. AID 710, 2007. 98,000 tested, 0.15% active. growth inhibition, % at 100 µM;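 active = growth inhibition above about 50% at one test dose, limit read from the data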;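 note: growth measured after 20 h incubation at 37 °C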
* marks the source's active call; other numbers are inactive results; . = not tested or not shown. Cut-off read from the data, not from the text of the source, unless noted: active = inhibition above about 30%; inactive = the rest.

Results follow in this order: PostGolgi ctrl	H69AR inhibit	PostGolgi yeast	HUVEC prolif 384	E coli WT exp	S1P2 agonist	Lung fibro prol	hDAT+cocaine	S1P2 blocker
- COc1ccc2cc(C(=O)N3CCOCC3)sc(=O)c2c1OC
→ 1	80	-5	96	5	0	106	-0.46	0
- CCc1ccc(OC)c(S(=O)(=O)NCCOc2ccccc2)c1
→ 15	109	0	107	8	-5	106	0.0093	-14
- COc1cc(/C=N/NC(=O)CCc2c(C)n[nH]c2C)cc(OC)c1OC
→ 8	91	3	92	-7	-1	102	-0.11	-22
- Cc1ccccc1N1C(=O)C(Cl)=C(N2CCN(c3ccccc3)CC2)C1=O
→ 38*	79	-1	100	-14	-8	105	-0.053	11
- COc1ccc(-n2c(C)n[nH]c2=O)cc1OC
→ 3	.	-8	.	4	-4	.	-0.41	-6
- CCOC(=O)c1sc(N)nc1-c1ccccc1
→ 10	100	1	79	1	-3	89	-0.11	8
- Cc1[nH]c2ccccc2c1NC(=O)CN1CCN(Cc2ccc3c(c2)OCO3)CC1
→ -2	91	17	87	0	-7	.	0.53	14
- CCOC(=O)c1c(NC(=O)CSc2nnc(-c3cccc(C)c3)n2CC)sc(C(C)=O)c1C
→ 9	.	-1	.	-4	-5	.	1.6	14
- O=C(CC1CCCCC1)OCn1nnc2ccccc2c1=O
→ 8	103	3	102	4	-2	96	-0.71	-19
- CC(C(=O)N(C)C)N(C#N)c1nc(N(C)C)nc(N(C)C)n1 (configuration not stated)
→ 0	88	-12	88	1	-4	97	0.039	-2
- O=c1c(-c2nnc(SCc3ccc(Cl)cc3)o2)cccn1Cc1ccccc1
→ 61*	.	11	.	-17	-4	.	-0.22	-3
- Cc1cc(C)c2[nH]c(=O)c(C(c3nnnn3Cc3ccc4c(c3)OCO4)N3CCC(C)CC3)cc2c1 (configuration not stated)
→ 33*	71	0	94	-12	-4	97	-0.72	7
- N#Cc1nc(-c2ccc(Cl)cc2)oc1NCCc1ccccn1
→ 6	97	-2	105	-13	-3	91	-0.8	-13
- COc1ccc(Cl)cc1-n1c(=S)sc2c(=O)[nH]c(SCC(=O)NCC3CCCO3)nc21 (configuration not stated)
→ 1	96	4	94	6	-2	95	0.31	1
- O=C(c1cnc2sccn2c1=O)N1CCCc2ccccc21
→ .	106	.	91	.	.	93	0.48	.
- COc1ccc2nc(NC(=O)C3CCCN(S(=O)(=O)c4cccs4)C3)sc2c1 (configuration not stated)
→ 38*	44	24	99	-6	-1	113	0.64	21
- O=C(CCc1ccccc1)Nc1ccc(NC(=O)C2CC2)nc1
→ 3	94	-8	96	6	-6	100	-0.2	15
- CCOc1ccccc1Oc1coc2cc(O)ccc2c1=O
→ 11	98	2	94	7	0	124	-0.003	-5
- Cc1ccc2nc(-c3ccccc3)c(NC(=O)c3ccco3)n2c1
→ .	94	.	105	.	-2	117	-0.025	5
- CNC(=O)CSc1nc(N)c2c3c(sc2n1)CCC3
→ 4	88	7	96	4	-4	105	-0.24	-16
- COC(=O)c1cnc2ccccc2n1
→ .	95	.	94	.	-3	103	-0.42	20
- CCSc1nnc2n1C(C)(C)Cc1ccccc1-2
→ 2	.	1	.	0	-1	.	0.32	-18
- C=CCCCCCCCCC(=O)NN
→ 2	.	3	.	6	-7	.	0.2	-2
- Cn1c(=O)c2c(n(C)c1=O)=NC1(CCCCC1)N=2
→ -6	88	-8	101	6	-7	110	-0.026	-16
- COc1ccc(S(=O)(=O)N(C)CC(=O)Nc2cccc(C(C)=O)c2)cc1C
→ 2	116	16	94	-7	-2	102	0.98	6
- O=S(=O)(NC1=NCCC1)c1ccc(F)cc1
→ 12	.	-1	.	-5	-5	.	-0.92	-1
- CCCn1c(SCC(=O)N2c3ccccc3CC2C)nnc1-c1ccco1 (configuration not stated)
→ .	86	.	90	.	-1	97	1.7	-26
- CC(C)CNS(=O)(=O)c1ccc(CCC(=O)Nc2ccc3c(c2)OCCO3)cc1
→ 2	.	2	.	-6	-4	.	-0.18	13
- O=C(Nc1cccc2ncccc12)c1cc2ccccc2o1
→ -1	95	8	100	-3	.	98	2.5	.
- N#C/C(=C\c1c(N2CCOCC2)nc2ccccn2c1=O)S(=O)(=O)c1ccccc1
→ 4	93	-1	89	11	-2	88	0.013	0
- Cc1csc(SCC(=O)NC23CC4CC(CC(C4)C2)C3)n1
→ 9	81	3	99	1	-3	101	0.94	-20
- Cc1cccc2c(Cl)cc(=O)[nH]c12
→ .	91	.	56	.	-1	99	0.26	-23
- COc1ccc(NS(=O)(=O)c2ccc(NS(C)(=O)=O)cc2)cc1
→ -4	96	-6	101	1	-4	104	0.52	-3
- COc1ccccc1NC(=O)CCn1c(=O)sc2ccccc21
→ .	74	.	97	.	-5	104	0.015	12
- CN(C)c1oc(-c2ccccc2Cl)nc1C#N
→ -5	91	-14	67	0	-5	113	.	2
- Cc1ccccc1C(=O)NNC(=O)Cc1ccccc1
→ -4	88	21	96	7	-7	102	0.9	6
- CCCCn1c(N)c(N(CCC(C)C)C(=O)CSc2nnc(C)s2)c(=O)[nH]c1=O
→ 10	91	-4	97	-1	-1	95	0.019	0
- CC(=O)N1CCc2cc(S(=O)(=O)NCCCOC(C)C)ccc21
→ 5	95	-5	113	4	-4	104	-0.55	16
- O=C(c1nnc(-c2ccncc2)o1)c1ccccc1Cl
→ -3	88	-2	98	-11	-6	99	-0.019	9
- CCCCS(=O)(=O)Nc1ccc(Cc2ccncc2)cc1
→ 6	89	3	101	16	-6	96	0.79	20
- Cn1c(CNC(=O)c2ccc(Cl)cc2)nnc1SCC(=O)Nc1sc2c(c1C#N)CCCC2
→ -8	89	0	73	0	-5	94	-1.8	15
- CCOC(=O)c1cnc2ccc(C)cc2c1Sc1ccc(F)cc1
→ 11	.	3	.	18	-3	.	.	-19
- NC(CO)C(=O)NNCc1ccc(O)c(O)c1O (configuration not stated)
→ .	97	.	90	.	.	91	-0.1	.
- Cc1nonc1NCn1nnc2ccccc21
→ 2	100	5	101	12	0	103	0.44	-2
- Cc1ccc(/C(N)=N/OC(=O)CCc2ccccc2)cc1
→ 2	.	-3	.	4	-8	.	-0.059	17
- Cc1nn(CC#N)c(=O)n1-c1cccc(F)c1
→ 6	98	-3	95	-5	-5	94	0.89	-13
- COc1ccc(C(=O)COC(=O)c2ccc(NC(C)=O)cc2)cc1[N+](=O)[O-]
→ 2	.	2	.	1	-2	.	0.32	-15
- COc1ccc(CC(NC(C)=O)C(=O)NC2CCN(C(=O)NCc3ccccc3)CC2)cc1OC (configuration not stated)
→ 7	90	-4	96	1	-3	86	0.081	8
- CCOc1ccccc1C(=O)NCC(=O)OCC(=O)c1ccc2c(c1)OCCO2
→ 0	92	2	95	-2	-8	98	-1.6	14
- Cc1ccc(NC(=O)CN(C)C(=O)CSc2n[nH]c(N)n2)cc1
→ 2	89	-1	90	6	1	93	0.14	8
- CCOC(=O)C1CCCN(S(=O)(=O)c2cccc3cccnc23)C1 (configuration not stated)
→ -1	85	-4	89	9	-5	93	0.17	-7
- COc1cccc(C(=O)N/N=C/c2ccc(OC3CSC3)cc2)c1
→ -1	.	-3	.	-2	3	.	0.046	-14
- COc1cc(C(=O)N(Cc2ccccn2)CC2CCCO2)cc(OC)c1OC (configuration not stated)
→ 3	88	5	113	1	-5	107	0.61	11
- COc1ccc(N2CCN(c3nc(Cl)nc(N4CCOCC4)n3)CC2)cc1
→ .	76	.	103	.	0	94	-0.49	-16
- COC(=O)c1ccccc1NC(=O)CSCC(=O)Nc1ccccc1
→ -5	.	13	.	8	-5	.	0.23	0
- COCCn1c(CN2CCN(c3cccc(Cl)c3)CC2)nc2c1c(=O)n(C)c(=O)n2C
→ 7	75	-6	86	6	-6	101	-0.072	-4
- CCOC(=O)c1c(NC(=O)CSc2nnnn2-c2ccccc2)sc2c1CCC(C)C2 (configuration not stated)
→ 5	89	-6	100	-22	-3	99	.	-25
- O=C(Nc1c(C(=O)N2CCCC2)cnn1-c1ccccc1)c1cccc(F)c1
→ .	85	.	106	.	0	109	0.22	2
- Cc1nc(NC(=O)CCC(=O)O)sc1C(=O)N(C)C
→ 18	102	2	111	-3	-8	102	0.22	14
- CNC(=S)NC1CC2CCC(C1)N2Cc1ccccc1 (configuration not stated)
→ 2	.	9	.	3	-2	.	-0.13	-4

Shown bar-delimited: entries from further up.
SMILES | PostGolgi ctrl | H69AR inhibit | PostGolgi yeast | HUVEC prolif 384 | E coli WT exp | S1P2 agonist | Lung fibro prol | hDAT+cocaine | S1P2 blocker
N#C/C(=C\c1c(N2CCOCC2)nc2ccccn2c1=O)S(=O)(=O)c1ccccc1 | 4 | 93 | -1 | 89 | 11 | -2 | 88 | 0.013 | 0
Cc1csc(SCC(=O)NC23CC4CC(CC(C4)C2)C3)n1 | 9 | 81 | 3 | 99 | 1 | -3 | 101 | 0.94 | -20
Cc1cccc2c(Cl)cc(=O)[nH]c12 | . | 91 | . | 56 | . | -1 | 99 | 0.26 | -23

Further entries
Results follow in this order: PostGolgi ctrl	H69AR inhibit	PostGolgi yeast	HUVEC prolif 384	E coli WT exp	S1P2 agonist	Lung fibro prol	hDAT+cocaine	S1P2 blocker
- CN(C)S(=O)(=O)c1ccc2c(c1)c(=O)c(C(=O)N1CCN(c3ccccn3)CC1)cn2C
→ 6	80	6	97	4	-6	97	-0.78	-3
- CCn1c(CCNC(=O)c2cccs2)nnc1SCC(=O)Nc1cccc(Cl)c1
→ .	82	.	88	.	-8	91	1.1	3
- COC(=O)c1[nH]c2ccc(Br)cc2c1NC(=O)CN1CCCc2ccccc21
→ 69*	21*	0	64	-9	-7	75	-0.33	15
- COc1ccc(NC(=O)C(c2ccc(OC)cc2)N(C)C(=O)c2cnccn2)cc1 (configuration not stated)
→ 3	79	22	97	4	.	102	1.7	.
- O=S(=O)(NCc1cc(-c2ccccc2Cl)no1)c1ccc(Cl)cc1
→ 24	.	5	.	0	-2	.	-0.29	-2
- CC(C)(C)C1CCc2nc(NC(=O)Cc3cn4ccsc4n3)sc2C1 (configuration not stated)
→ 46*	90	0	81	4	.	97	0.048	.
